# From PubChem BioAssay
# MrgX1 antag: antagonists of human MrgX1 receptor, primary screen, HEK293 cells, Fluo-4 calcium flux. Mas-related G-protein coupled receptor member X1 (Homo sapiens), Q96LB2. BAM8-22 antagonism; active compounds read low. B-score at 10 µM. 310,000 tested, 1.3% active;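 active means calcium-response B-score plate-corrected more than 3 library SD below zero, starting fluorescence within 5 deviations, no agonist response on first addition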;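 further: peak minus trough fluorescence over baseline after final BAM8-22 challenge near maximal dose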
# MrgX1 agonist: agonists of human MrgX1 receptor, primary screen, HEK293 cells, Fluo-4 calcium flux; Mas-related G-protein coupled receptor member X1 (Homo sapiens), Q96LB2; B-score at 10 µM; 310,000 tested, 0.44% active; Fluo-4 calcium fluorescence, agonist mode; active compounds read high;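 active means calcium response B-score plate-corrected fluorescence ratio at least 3 library SD, with starting fluorescence B-score inside 5 SD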
#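 System – MrgX1-expressing HEK293 cells · Incubation – cells plated overnight, dye loaded 0.5 h 37 °C, 0.5 h room temperature · Technique – kinetic Fluo-4 NW fluorescence of intracellular calcium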
# TRPC4 agonist: activators of mouse TRPC4 channel, primary screen, Fluo4 calcium, HEK293 TRPC4beta/mu-opioid cells | B-score at 10 µM | Fluo4 calcium fluorescence; active compounds read high | 310,000 tested, 0.49% active | AID 2237, 2010 | Short transient receptor potential channel 4 (Mus musculus), Q9QUQ5;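 active means B-score above 5 SD of library B-scores, and initial fluorescence ratio not above library mean plus 5 SD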;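 further: positive B-score marks a calcium rise read as TRPC4 activation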
# Target sequence (Q9QUQ5 whole entry, looked up): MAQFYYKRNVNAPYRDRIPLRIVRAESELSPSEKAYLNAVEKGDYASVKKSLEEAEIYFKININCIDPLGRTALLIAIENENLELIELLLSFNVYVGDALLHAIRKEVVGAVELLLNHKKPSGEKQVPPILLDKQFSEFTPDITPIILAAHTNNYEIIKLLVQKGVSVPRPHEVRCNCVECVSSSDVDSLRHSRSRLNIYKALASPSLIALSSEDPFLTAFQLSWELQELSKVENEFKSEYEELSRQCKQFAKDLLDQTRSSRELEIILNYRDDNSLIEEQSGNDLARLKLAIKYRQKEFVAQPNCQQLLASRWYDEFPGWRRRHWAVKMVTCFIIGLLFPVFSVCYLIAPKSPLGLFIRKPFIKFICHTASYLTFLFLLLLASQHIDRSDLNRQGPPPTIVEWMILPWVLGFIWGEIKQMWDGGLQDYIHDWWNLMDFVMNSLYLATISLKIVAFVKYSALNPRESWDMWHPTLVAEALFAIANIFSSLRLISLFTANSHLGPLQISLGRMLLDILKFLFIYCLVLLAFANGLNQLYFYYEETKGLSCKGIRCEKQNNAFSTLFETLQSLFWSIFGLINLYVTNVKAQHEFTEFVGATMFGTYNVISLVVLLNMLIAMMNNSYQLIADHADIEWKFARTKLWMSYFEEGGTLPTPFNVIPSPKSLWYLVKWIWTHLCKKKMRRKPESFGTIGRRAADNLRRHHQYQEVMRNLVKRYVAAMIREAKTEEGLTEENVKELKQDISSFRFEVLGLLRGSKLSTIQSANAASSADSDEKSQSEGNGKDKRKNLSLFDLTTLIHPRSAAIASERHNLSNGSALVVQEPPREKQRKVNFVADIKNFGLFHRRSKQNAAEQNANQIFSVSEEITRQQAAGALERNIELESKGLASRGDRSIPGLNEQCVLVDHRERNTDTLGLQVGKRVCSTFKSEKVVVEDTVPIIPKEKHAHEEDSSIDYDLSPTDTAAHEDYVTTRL
#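 System – HEK293 cells stably co-expressing mouse TRPC4beta and mu-opioid receptor · Signal – Fluo4 calcium-sensitive dye fluorescence, kinetic, 1 Hz baseline · Benchmarks – buffer (low) and maximal DAMGO (high) · Read-out – B score of integrated fluorescence ratio per well · Incubation – dye loading 45 min room temperature, 110 s kinetic read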
# MrgX1 allo act: positive allosteric modulators of MrgX1, primary screen, HEK293 cells, Fluo-4 calcium flux; FDSS; active compounds read high; AID 588675, 2011; B-score at 10 µM; Mas-related G-protein coupled receptor member X1 (Homo sapiens), Q96LB2; 310,000 tested, 0.63% active;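 active means plate-corrected calcium response at least 3 library SD above typical, normal starting fluorescence, not activating the receptor alone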;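 further: compound read alongside a low EC10 to EC30 dose of BAM8-22 agonist; peak minus trough fluorescence over baseline measured at the second addition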
# TRPC6 act: mouse TRPC6 channel activators, primary screen, cell-based, HEK293, membrane potential dye; Short transient receptor potential channel 6 (Mus musculus), Q61143; HEK293-TRPC6 membrane potential dye fluorescence; active compounds read high; B-score at 10 µM; 310,000 tested, 0.13% active;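 active means B-score of the integrated fluorescence ratio above library mean plus 3 SD, and starting fluorescence ratio within library mean plus 5 SD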;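 further: higher score means more depolarization so channel activation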
# ANO1 activ: TMEM16A chloride channel activators or potentiators, primary screen, cell-based, HTS; Anoctamin-1 (Mus musculus), Q8BHY3; 340,000 tested, 0.3% active; B-score at 10 µM; HEK293 TMEM16A/YFP-H148Q/I152L, iodide quench fluorescence; active compounds read low;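 active means fluorescence-ratio B-score plate-corrected deviation score at least 3 library SD below zero, with starting fluorescence score within 5 deviations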;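 further: channel opened by trigger with iodide after compound preincubation; score built on the fluorescence ratio of max minus min over baseline; more negative score means more quench and so TMEM16A activation or potentiation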
# TRPC4 PAM: positive allosteric modulators of TRPC4, primary screen, cell-based, mouse TRPC4beta, HEK293 mu-opioid, Fluo-4 calcium. DAMGO EC20, Fluo-4 Ca2+ flux; active compounds read high. B-score at 10 µM. 310,000 tested, 0.42% active. AID 2227, 2009;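 active means B-score of calcium response area above 5 SD of library B-scores, with initial fluorescence ratio within 5 SD of library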;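 further: B-score of integrated fluorescence ratio over time as area under calcium response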
# TRPC6 inhibitor: mouse TRPC6 channel inhibitors, primary screen, cell-based, HEK293, membrane potential dye; ACh-evoked depolarization; active compounds read low; B-score at 10 µM; 310,000 tested, 1.1% active; AID 2553, 2010;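 active means B-score under library mean minus 3 SD, initial fluorescence not abnormally high, positive integrated signal ratio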;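 further: B-score derived from integrated fluorescence ratio over the kinetic read; more negative B-score means stronger inhibition of depolarization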
# TRPC4 inh: inhibitors of mouse TRPC4 channel, primary screen, Fluo4 calcium, HEK293 TRPC4beta/mu-opioid cells; Short transient receptor potential channel 4 (Mus musculus), Q9QUQ5; DAMGO-evoked Fluo4 calcium flux; active compounds read low; B-score at 10 µM; 300,000 tested, 0.39% active; AID 2247, 2010;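 active means B-score over 3 SD under the library average, no early fluorescence shift, positive overall ratio signal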
#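 material = TRPC4beta/mu-opioid receptor HEK293 cell line | probe or stimulus = sequential submaximal and maximal DAMGO stimulation | compound dosing = one concentration per compound | measured by = Fluo4 Ca2+ flux fluorescence | evaluation = integrated fluorescence ratio relative to baseline, converted to per-well B score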
# ANO1 block: TMEM16A chloride channel inhibitors, primary screen, cell-based, HTS. Anoctamin-1 (Mus musculus), Q8BHY3. HEK293 TMEM16A/YFP iodide influx fluorescence, ionomycin. normalized B-score (activity score, 25-100; higher = stronger inhibition) at 10 µM. 310,000 tested, 1.2% active. AID 588511, 2011;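 active means ratio plate-corrected score three or more library SD toward inhibition, starting fluorescence score within five deviations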;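 further: score derived from kinetic fluorescence span divided by baseline fluorescence per well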
# SKKanGAS inh: S. pyogenes SKKanGAS growth inhibitors in kanamycin, primary screen, streptokinase expression inhibitor project, SKKanGAS strain, BacTiter-Glo luminescence. 6 h. inhibition, % at 7.5 µM. 300,000 tested, 1.3% active. AID 1662, 2009;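 active means mean replicate score, as percent of positive control median, at least 50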;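 further: strain carries kanamycin resistance gene driven by streptokinase promoter and grows in 40 µg/ml kanamycin; loss of luminescence reflects streptokinase promoter inhibition or plain growth inhibition; 0% = median of DMSO wells and 100% = positive control at its reference dose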
# Active calls of the source: *; i = inactive; / = no result given.
SMILES,MrgX1 antag,MrgX1 agonist,TRPC4 agonist,MrgX1 allo act,TRPC6 act,ANO1 activ,TRPC4 PAM,TRPC6 inhibitor,TRPC4 inh,ANO1 block,SKKanGAS inh
Cc1cc(N2C(=O)C(O)=C(C(=O)c3cc4ccccc4o3)C2c2cccs2)no1 (configuration not stated),i,i,i,i,i,i,i,i,i,i,13
CCN(C)Cc1c(C(=O)N2CCc3ccccc3C2)nc2ccc(Cl)cn12,i,i,i,i,i,i,i,i,i,i,14
COc1ccc(C=O)cc1CSc1ncccc1C(=O)O,i,i,i,i,i,i,i,i,i,i,-2
COc1ccc(-c2cc(=O)c3ccccc3s2)cc1,i,i,i,i,i,i,i,i,i,i,20
COc1ccc(-c2cc(=O)[nH]c(=O)[nH]2)cc1,i,i,i,i,i,i,i,i,i,i,-6
CCOC(=O)/C(C#N)=C/c1ccc(N2CCCCC2)cc1,i,i,i,i,i,i,i,i,i,i,0
CCOC(=O)c1c(NC(=O)CSc2nncs2)sc(C)c1-c1ccccc1,i,i,i,i,i,i,i,i,i,i,-1
Cc1ccccc1N=C1NN=C(c2ccccc2F)CS1,i,i,i,i,i,i,i,i,i,i,11
CC1CCN(C(=O)C(Cc2ccccc2)n2cccc2)CC1 (configuration not stated),i,i,i,i,i,i,i,i,i,i,-1
Cc1ccc(NC(=O)CCCCCN2C(=O)[C@@H]3Cc4ccccc4CN3C2=O)c(Cl)c1,i,i,i,i,i,i,i,i,i,i,-6
CCC(C)n1ncn(-c2ccc(N3CCN(c4ccc(O)cc4)CC3)cc2)c1=O (configuration not stated),i,i,i,i,i,i,i,i,i,i,1
CC1CC(C)CN(S(=O)(=O)N2CCCC(C(=O)NCCCN3CCOCC3)C2)C1 (configuration not stated),i,i,i,i,i,i,i,i,i,i,-1
O=C(c1ccc2c(=O)n(Cc3ccccc3)c(=S)[nH]c2c1)N1CCCC1,i,i,i,i,i,i,i,i,i,i,0
O=C1CC(C(=O)N2CCN(c3ccc(F)cc3)CC2)CN1CCc1ccccc1 (configuration not stated),i,i,i,i,i,i,i,i,i,i,-6
CCc1n[nH]c(=S)n1/N=C/c1ccccc1OCc1ccc(Cl)cc1,i,i,i,i,i,i,i,i,i,i,2
O=C(NCCCc1ccccc1)c1ccc(F)cc1,i,i,i,i,i,i,i,i,i,i,-3
Cc1ccc(CN(C(=O)COc2cccc(C)c2C)C2CCS(=O)(=O)C2)o1 (configuration not stated),i,i,i,i,i,i,i,i,i,i,-2
S=c1[nH]nc(-c2ccc(Cl)cc2)n1-c1ccc(Cl)cc1,i,i,i,i,i,i,i,i,i,i,5
N#Cc1cccc(OCC(=O)NC(=O)NCc2ccccc2)c1,i,i,i,i,i,i,i,i,i,i,5
O=C(COC(=O)c1ccco1)NCc1ccc(Cl)cc1,i,i,i,i,i,i,i,i,i,i,-3
O=C(Cn1nc(C(F)(F)F)cc1C1CC1)NCc1ccccc1F,i,i,i,i,i,i,i,i,i,i,-3
COc1ccc(NC(=O)CCCC(=O)OCC(=O)c2cccc(OC)c2)cc1,i,i,i,i,i,i,i,i,i,i,1
O=C(CNC(=O)[C@@H]1Cc2ccccc2CN1)Nc1ccc2c(c1)OCO2,i,i,i,i,i,i,i,i,i,i,0
Cc1ccc(OCc2cc(C(=O)N3CCCC3)no2)cn1,i,i,i,i,i,i,i,i,i,i,-15
CC(C)=CCc1c(O)ccc2c1OC(c1ccc(O)c(O)c1)CC2=O (configuration not stated),i,i,i,i,i,i,i,i,i,i,4
O=C(NC1=NCCS1)c1cccc(Br)c1,i,i,i,i,i,i,i,i,i,i,-4
Cc1ccc2cc3c(NC(=O)CC(C)C)nn(C)c3nc2c1,i,i,i,i,i,i,i,i,i,i,0
COc1cc(NC(=O)CSC(=S)N2CCCC2)c(OC)cc1Cl,i,i,i,i,i,i,i,i,i,i,1
CCc1c(C)nc2c(-c3ccccc3)c(-c3ccccc3)[nH]n2c1=O,i,i,i,i,i,i,i,i,i,i,15
O=C(NNC(=S)Nc1ccc(OC(F)F)cc1)c1cc2c(s1)CCCC2,i,i,i,i,i,i,i,i,i,i,2
C/C(=N/NC(=O)CNc1ccc(Cl)cc1C)c1ccc(C)cc1,i,i,i,i,i,i,i,i,i,i,6
NC(=O)C1CCN(C(=O)c2ccc3c(=O)n(Cc4ccco4)c(SCC(=O)c4ccccc4)nc3c2)CC1,i,i,i,i,i,i,i,i,i,i,4
O=C(Nc1nnc(SCc2ccc(Cl)cc2)s1)C1CC(=O)N(Cc2ccccc2)C1 (configuration not stated),i,i,i,i,i,i,i,i,i,i,4
CC(=O)NC1(c2ccccc2)CCN(c2nc(C)cc(C)n2)CC1,i,i,/,i,/,i,/,/,/,i,/
Cn1ncc2c(NNC(=O)Cc3cccc4ccccc34)ncnc21,i,i,i,i,i,i,i,i,i,i,0
CC(C)CCn1c(CN2CCOCC2)nc2c1c(=O)n(C)c(=O)n2C,i,i,i,i,i,i,i,i,i,i,0
CCC1(CC)C(=O)C2=C3C1[C@H](C(=O)OC)C=C(C(=O)OC)C[C@H]3[C@H]1C(=O)NC(=O)[C@H]1[C@H]2C (some centres not stated),i,i,i,i,i,i,i,i,i,i,-1
COCCn1c(SCC(=O)Nc2ccccc2F)nc2c(c1=O)SCC2,i,i,i,i,i,i,i,i,i,i,-1
NC(=O)C1CCN(c2nc3c(S(=O)(=O)c4ccccc4)nnn3c3ccccc23)CC1,i,i,i,i,i,i,i,i,i,i,2
CCCC(=O)Nc1nnc(SCC(=O)NCc2ccc3c(c2)OCO3)s1,i,i,i,i,i,i,i,i,i,i,-2
CCOc1cc(C(=O)Nc2ccc(S(=O)(=O)N3CCCCC3)cc2)ccc1OCC(=O)N1CCOCC1,i,i,i,i,i,i,i,i,i,i,48
CCN(CCn1cccn1)C(=O)CCc1nnc(C2CCCCC2)o1,i,i,i,i,i,i,i,i,i,i,-7
Cc1ccc(N=C2NC(=O)/C(=C/c3cccn3C)S2)cc1,i,i,i,i,i,i,i,i,i,i,2
CN1CCN(C(=O)c2ccccc2-c2nc(-c3ccc(Cl)cc3)no2)CC1,i,i,i,i,i,i,i,i,i,i,-5
CC(/C=N/NC(=O)c1cnccn1)=C\c1ccco1,i,i,i,i,i,i,i,i,i,i,0
O=C(CSCc1cccc(CSCC(=O)Nc2ccccc2)n1)Nc1ccccc1,i,i,i,i,i,i,i,i,i,i,1
O=C(NCC1CCCO1)c1nc2c(nnn2Cc2ccccc2Cl)c(=O)[nH]1 (configuration not stated),i,i,i,i,i,i,i,i,i,i,10
CC(C)(C)NC(=O)CN1CCC(O)(c2ccccc2)CC1,i,i,i,i,i,i,i,i,i,i,-7
C=CCN(CC=C)S(=O)(=O)c1ccc(NC(=S)NC(=O)/C=C/c2cccc3ccccc23)cc1,i,i,i,i,i,i,i,i,i,i,4
C=CCOC(=O)C1=C[C@@H](c2ccc(Br)cc2)C[C@@H](OCc2ccc(CO)cc2)O1,i,i,i,i,i,i,i,i,i,i,4
CC(=O)Nc1cccc(C(=O)Oc2cccc(C)c2)c1O,i,i,i,i,i,i,i,i,i,i,0
c1ccc(NCc2ccncc2)cc1,i,i,i,i,i,i,i,i,i,i,7
CCCCCn1c(SCc2ccncc2)nc2cc(C(=O)NCc3ccco3)ccc2c1=O,i,i,i,i,i,i,i,i,i,i,25
CCNc1nc(NCC)nc(N/N=C/c2ccc(OC)cc2)n1,i,i,i,i,i,i,i,i,i,i,2
CC(C)NC(=O)c1ccccc1NC(=O)C1CC(=O)N(C(C)C)C1 (configuration not stated),i,i,i,i,i,i,i,i,i,i,-6
CCCCN(CCCC)C(=S)N/N=C/c1c(C)[nH]n(-c2ccccc2)c1=O,i,i,i,i,i,i,i,i,i,i,88*
Cc1ccc(NC(=S)N2CCCC(O)C2)cc1 (configuration not stated),i,i,i,i,i,i,i,i,i,i,-2
COC(=O)c1ccc(C)c(NC(=O)c2c(-c3ccccc3)noc2C)c1,i,i,i,i,i,i,i,i,i,i,-8
CCOC(=O)C1CCN(C(=O)c2ccco2)CC1,i,i,/,i,/,i,/,/,/,i,/
Cc1cccc(/C=N/NC(=O)Cc2ccc(Cl)cc2)c1O,i,i,i,i,i,i,i,i,i,i,107*

# (further entries)
SMILES,MrgX1 antag,MrgX1 agonist,TRPC4 agonist,MrgX1 allo act,TRPC6 act,ANO1 activ,TRPC4 PAM,TRPC6 inhibitor,TRPC4 inh,ANO1 block,SKKanGAS inh
COCCNC(=O)c1cc2cc3ccc(OC)cc3nc2o1,i,i,i,i,i,i,i,i,i,i,-3
NCCCC[C@H]1CNC(=O)C(=O)N1CCc1cccc(F)c1,i,i,i,i,i,i,i,i,i,i,1
CC(C)CN1C(=O)c2ccc(NC(=O)c3ccco3)cc2C1=O,i,i,i,i,i,i,i,i,i,i,-8
CN(C)CC[C@@H](c1ccc(Cl)cc1)c1ccccn1,i,i,i,i,i,i,i,i,i,i,-1
Cn1cccc1/C=N/NC(=O)C(O)c1ccccc1 (configuration not stated),i,i,i,i,i,i,i,i,i,i,1
Nc1nonc1C(=O)N/N=C/c1cc2c(cc1[N+](=O)[O-])OCO2,i,i,i,i,i,i,i,i,i,i,2

# Compounds as they come. About 6.7% of those tested had a hit in this group.
